Bioassay records from PubChem BioAssay.
SRC2 TRFRET art: TR-FRET artefact, counter-screen to PPARgamma/SRC-2 agonist assay | active compounds read high | 0.4% of 200,000 active | TR-FRET ratio at 8 µM; in the data active = TR-FRET ratio above about 2000; also: inactives centre near 1500
G6PDH CS: counter-screen for G6PDH assay hits: L. mesenteroides G6PDH inhibition | Purified L. mesenteroides G6PDH, diaphorase/resazurin coupled fluorescence, 45 min | inhibition, % at 5 µM | 0.12% of 200,000 active | AID 1020; in the data active = inhibition above about 50%
PPARg SRC2 recr: promotes SRC-2 coactivator recruitment by human PPARgamma. PPARgamma LBD-SRC-2 recruitment, biochemical. activation, % at 8 µM. 0.34% of 200,000 active; in the data active = activation above about 22%;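 also: 0% = vehicle and 100% = reference agonist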
PMI act: phosphomannose isomerase (human) activation; P34949; purified human PMI, coupled resazurin fluorescence, 20 min; active compounds read high; 1 = vehicle control, 0 substrate-free wells; activation factor at 20 µM; 0.005% of 190,000 active; AID 1214;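 active = activation factor of 2 or more at 20 µM, relative to plate controls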
Diaphorase inh: diaphorase inhibition or chemical oxidation counter-screen. diaphorase resazurin-to-resorufin fluorescence, NADH, 16 min; bacterial (C. kluyveri) enzyme, not human. inhibition, % at 20 µM. 0.69% of 190,000 active;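 active = primary screen inhibition at 20 µM above a set limit, cut at about 50% in these data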;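 also: plate controls were DMSO with full reaction for no effect and wells lacking NADH for full effect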
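Assay system – diaphorase enzyme from Clostridium kluyveri · Amount – diaphorase 0.14 U/mL (working solution) · Times – reaction incubation of 16 min at room temperature · Controls – No-NADH positive control and DMSO neutral control · Signal – resorufin fluorescence 544/590 nm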
ROMK mod: modulators of human ROMK potassium channel. B-score at 10 µM. P48048. 2% of 130,000 active. Tet-inducible ROMK, thallium flux fluorescence; actives lie on both sides;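 active = signal ratio slope over the read window, or its plate-corrected B-score, at least 3 SD from the plate mean, either direction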;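 also: B-score of the F/F0 ratio slope over 7 to 12 s after thallium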
Target sequence (P48048 whole entry, looked up): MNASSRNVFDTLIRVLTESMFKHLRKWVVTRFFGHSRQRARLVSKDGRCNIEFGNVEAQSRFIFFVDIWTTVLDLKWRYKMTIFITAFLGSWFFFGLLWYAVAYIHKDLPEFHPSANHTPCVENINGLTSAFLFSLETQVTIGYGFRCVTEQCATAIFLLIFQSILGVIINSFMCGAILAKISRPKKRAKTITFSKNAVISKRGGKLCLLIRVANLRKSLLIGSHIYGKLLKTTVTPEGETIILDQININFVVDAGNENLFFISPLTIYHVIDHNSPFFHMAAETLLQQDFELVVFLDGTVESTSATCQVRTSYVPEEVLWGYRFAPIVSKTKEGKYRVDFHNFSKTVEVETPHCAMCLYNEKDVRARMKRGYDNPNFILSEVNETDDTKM
PPARg SRC-3 ag: agonists of human PPARgamma SRC-3 coactivator recruitment | biochemical PPARgamma/SRC-3 coactivator recruitment assay | activation, % at 8 µM | 0.26% of 200,000 active; in the data active = activation above about 23%;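 also: 0% = DMSO and 100% = reference agonist; some compounds past the cut are filed as inactive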
PMI act satM6P: PMI (human) activation, high substrate. P34949. coupled PMI enzyme assay, resazurin fluorescence, 20 min; active compounds read high; 1 = untreated enzyme, 0 = substrate-free blank. activation factor at 20 µM. 0.34% of 190,000 active. AID 1216;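 active = activation factor of 2 or more at 20 µM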
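Material: human phosphomannose isomerase with PGI, G6PDH, diaphorase coupling enzymes; amount: PMI at 15 ng/mL final; also added: Mannose-6-phosphate 1.0 mM (near-saturating) plus 0.22 mM NADP+; incubation: enzyme reaction with compound 20 min at room temperature; signal: resorufin fluorescence (Ex 544/Em 590 nm) from resazurin via diaphorase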
PPARg SRC1 recr: promotes SRC-1 coactivator recruitment by human PPARgamma. P37231. PPARgamma-SRC-1 coactivator recruitment biochemical assay. activation, % at 8 µM. 0.41% of 200,000 active. AID 631; in the data active = activation above about 19%;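 also: 0% = DMSO and 100% = reference agonist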
S1P3 antagonist: blocks the human S1P3 receptor; CHO S1P3 NFAT-BLA reporter, FRET fluorescence, antagonist mode; Q99500; inhibition, % at 4.98 µM; 0.27% of 170,000 active; AID 485;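 active = inhibition above the plate cutoff, the mean inhibition of test wells on that plate plus 3 SD, cut at about 28% in these data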;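 also: cells challenged with S1P at its EC80 of 0.8 µM; blue over green emission ratio from cleaved BLA substrate after 4 h stimulation; 0% = S1P-stimulated wells and 100% = unstimulated DMSO-only wells; some compounds past the cut are filed as inactive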
Target sequence (Q99500 whole entry, looked up): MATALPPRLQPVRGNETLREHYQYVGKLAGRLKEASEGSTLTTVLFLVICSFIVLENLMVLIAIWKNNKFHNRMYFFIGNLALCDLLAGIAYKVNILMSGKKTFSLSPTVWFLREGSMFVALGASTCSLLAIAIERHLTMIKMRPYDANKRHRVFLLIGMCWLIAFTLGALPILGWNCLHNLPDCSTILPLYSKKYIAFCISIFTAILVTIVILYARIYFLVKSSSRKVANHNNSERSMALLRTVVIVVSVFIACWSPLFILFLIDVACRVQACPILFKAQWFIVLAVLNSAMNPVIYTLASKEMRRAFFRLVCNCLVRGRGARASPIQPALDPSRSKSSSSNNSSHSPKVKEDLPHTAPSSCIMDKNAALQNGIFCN
Diaphorase act: diaphorase activation or chemical reduction counter-screen; Diaphorase/resazurin coupled assay, resorufin fluorescence, 16 min; active compounds read high; 1 = vehicle wells, 0 = NADH-free wells; activation factor at 20 µM; 0.005% of 190,000 active;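 active = diaphorase activity raised at least twofold by the compound at 20 µM; inactive = activation factor below 2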
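System – purified diaphorase enzyme from Clostridium kluyveri · Input – enzyme 0.07 U/mL final · Also added – final NADH 0.114 mM, resazurin 0.1 mM · Measured by – fluorescence of resorufin, 544 nm excitation, 590 nm emission · Timing – 16 min enzyme reaction, ambient temperature · Measure – resorufin increase flagging diaphorase activators or reducers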
* = called active by the depositor; x = not tested or not shown.

SMILES	SRC2 TRFRET art	G6PDH CS	PPARg SRC2 recr	PMI act	Diaphorase inh	ROMK mod	PPARg SRC-3 ag	PMI act satM6P	PPARg SRC1 recr	S1P3 antagonist	Diaphorase act
CCCOc1ccc(-c2nc(C#N)c(N3CCN(CC)CC3)o2)cc1	1402	16	-13	0.9	12	-1.2	-7	0.9	0	-14	0.9
CCN(CC)c1ccc(/C=C(\C#N)c2nc(-c3cccs3)c(NC(C)=O)s2)cc1	1570	-10	3	0.8	27	x	-4	0.7	0	25	0.7
O=[N+]([O-])c1cc(CN2CCC(O)CC2)ccc1Cl	1530	1	0	1	10	-0.0026	2	1.1	-3	-15	0.9
CCCOc1cccc(C2/C(=C(/O)c3ccncc3)C(=O)C(=O)N2CCCN(C)C)c1 (stereo not given)	x	10	x	1	-2	x	x	1	x	-2	1
Cc1ccc(S(=O)(=O)N2CCOCC2)cc1C(=O)OCC(=O)N1CCc2ccccc2C1	1578	10	4	0.9	12	x	-1	1	0	10	0.9
Cc1nnc(SC(C(=O)Nc2cc(Cl)cc(Cl)c2)c2ccccc2)[nH]c1=O (stereo not given)	1572	4	8	1	12	0.029	3	1	12	1	0.9
O=[N+]([O-])c1ccc(/C=N/Nc2ccc3ccccc3c2)o1	1470	0	10	1.4	32	0.012	8	1.2	8	13	0.7
CC(=O)N/C(=C\c1ccccc1)C(=O)OCC(=O)NC(C)C12CC3CC(CC(C3)C1)C2 (stereo not given)	1724	17	10	0.8	16	0.035	4	0.9	2	-5	0.8
CCN=C1Cn2c(nc3scc(-c4ccccc4)c3c2=O)CN1CC	1554	-8	-1	0.9	9	x	2	0.9	3	-74	0.9
CC(=O)Nc1ccc(S(=O)(=O)NCC2CCC(C(=O)NC(C)c3ccccc3)CC2)cc1 (stereo not given)	1632	2	8	0.9	11	-0.088	0	0.9	6	2	0.9
Cc1ccc(S(=O)(=O)N2CC3(C)CN(S(=O)(=O)c4ccc(C)cc4)CC(C)(C2)C3)cc1	1649	1	-2	1	9	-0.25	-4	1	2	x	0.9
O=C(N/N=C/C(Cl)=C\c1ccccc1)c1cnccn1	1415	3	6	0.9	15	0.92	-2	0.9	4	x	0.9
CC(=O)Nc1ccccc1C(=O)N1CC(C)OC(C)C1 (stereo not given)	1731	2	0	1	16	x	25	1	-3	-10	0.8
Cc1cc(C)nc(N(C#N)S(=O)(=O)c2ccccc2Cl)n1	1509	-3	0	1.2	2	0.18	13	1.2	4	x	1
CCC(=O)N1CCc2cc(S(=O)(=O)CCC(=O)Nc3c(C)n(C)n(-c4ccccc4)c3=O)ccc21	1579	x	0	x	x	x	3	x	2	-30	x
Cc1ccc2c(c1)C(c1ccc(F)cc1)N(C(=O)C1CC1)CC(=O)N2 (stereo not given)	1786	2	15	0.9	17	x	20	0.9	10	-18	0.8
O=S(=O)(NCc1cc(-c2ccccc2Cl)no1)c1ccccc1	1487	-3	-4	1	12	x	4	1	4	x	0.9
COc1cc(C2C(C(=O)c3ccco3)=C(O)C(=O)N2Cc2cccnc2)cc(OC)c1OC (stereo not given)	1687	6	6	1	26	-0.18	-3	0.9	2	-46	0.7
CC(=O)NC(Cc1c[nH]c2ccccc12)C(=O)Nc1ccc2c(c1)OCO2 (stereo not given)	1580	-6	8	0.9	11	x	4	0.9	2	-11	0.9
CC1(C)CC(=O)C(C=NCCN2CCN(CC(=O)Nc3ccc(Cl)cc3)CC2)=C(O)C1	1317	4	-2	1.1	1	0.56	-4	1	-7	-4	1
CC(=O)NC1(C2CCCCC2=O)CCCCC1 (stereo not given)	1421	7	6	0.9	12	-0.32	2	1	-8	-38	0.9
COc1ccc(NC(=O)Nc2nccs2)cc1	1558	1	11	0.9	12	0.044	14	0.9	4	0	0.9
CC(C)Cn1c(N2CCN(CC(=O)Nc3ccc(Cl)cc3)CC2)nc2ccccc21	1565	0	3	0.8	27	x	3	0.9	-1	9	0.7
COC(=O)c1ccccc1NC(=O)CN(c1ccccc1)S(=O)(=O)N(C)C	1579	x	-4	x	x	-0.53	1	x	9	12	x
S=C(Nc1ccc(Br)cc1)NC1CCCC1	1552	5	9	1.1	15	-0.52	-1	1	-1	16	0.8
COc1ccccc1NC(=O)c1nn(-c2cccc(C(F)(F)F)c2)ccc1=O	1565	2	2	0.9	17	x	0	1	4	x	0.8
N#CC1=C(N)Oc2ccccc2C12C(=O)Nc1n[nH]c(-c3ccccc3)c12 (stereo not given)	1361	2	6	0.9	18	0.11	7	0.9	0	-48	0.8
CC(O)CN(Cc1cccc(Cl)c1)CC(C)O (stereo not given)	1565	12	5	1	10	x	8	1	6	-16	0.9
COc1ccc(C2C(C(=O)N3CCCC3)c3cc(OC)c(OC)cc3C(=O)N2C)cc1OC (stereo not given)	1639	-2	3	0.9	-1	0.61	6	0.9	2	x	1
CCOC(=O)c1sc2nc(C)n(CC(=O)NCC3CCCO3)c(=O)c2c1C (stereo not given)	1514	4	-3	0.9	7	-0.11	6	0.9	4	-8	0.9
O=C1CCCC2=C1C(c1ccncc1)c1c(nc(SCc3ccccc3Cl)[nH]c1=O)N2 (stereo not given)	1640	1	2	0.9	2	x	12	1	17	0	1
Cc1cc(N2CCOCC2)c2c(N)cc(C)c(C)c2n1	1674	6	6	0.8	16	-0.066	4	0.8	5	x	0.8
CCOC(=O)/C(C#N)=C\c1ccc(O)c(OC)c1	1555	2	3	1.1	-12	-0.037	2	1	11	-5	1.1
CCCC(=O)Oc1ccccc1C1SCc2cc(C)c(C)cc2CS1	1542	-2	7	1	8	0.32	-6	1	-2	x	0.9
CC(C(=O)Nc1ccc(O)cc1)c1cccc(C(=O)c2ccccc2)c1 (stereo not given)	1685	16	6	0.8	18	0.057	-1	0.8	-2	-6	0.8
O=C(CCn1c(=O)c2ccccc2n(Cc2cccnc2)c1=O)NCc1ccc2c(c1)OCO2	1515	-6	1	0.9	13	x	-4	0.9	4	-25	0.9
CNC(=S)N1CCN(c2ccc(OC)cc2)CC1	1469	8	0	1.1	16	x	12	1	7	x	0.8
CCOc1ccccc1NC(=O)CSc1ccc([N+](=O)[O-])cc1	1531	8	-2	0.8	19	1	2	0.8	4	-10	0.8
CCCc1nn(C)c(C(=O)Nc2ccccc2)c1Cl	1539	-1	4	0.9	17	x	4	1	3	-7	0.8
Cc1noc(C)c1COC(=O)C1(c2cccc(F)c2)CCCC1	1740	9	6	1	1	x	1	0.9	-1	-8	1
O=C1C(Cl)=C(N2CCCCC2)C(=O)N1Cc1ccccc1	1735	15	14	1	5	0.027	0	1	7	-10	0.9
CCCCCn1cnc2sc(CC)cc2c1=O	1531	17	-5	1.1	-2	x	-4	1.1	6	1	1
CCCCN1C(=S)NC[C@@H]1C(C)CC (stereo not given in full)	1668	8	-3	1	27	x	-2	1	-2	-3	0.7
CCOC(=O)C1(CCCc2ccccc2)CCN(C(=O)c2cc(C)nc(C)n2)CC1	1451	5	4	0.9	10	-0.46	5	1	-4	-11	0.9
CC(C)(C)NC(=O)c1cccc(NC(=O)CSc2ccccc2)c1	1538	4	10	1	13	x	-5	1	4	x	0.9
CN(C)c1ccc(S(=O)(=O)c2ccc(Cl)cc2)cc1	1522	-1	8	0.9	14	-0.83	7	0.9	2	14	0.9
COc1ccccc1NC(=S)N1CCN(Cc2ccc3c(c2)OCO3)CC1	1531	7	-1	0.9	10	1.1	1	1	3	1	0.9
COc1ccc(-c2nnc(NC(=O)c3ccc(F)cc3)o2)cc1	1528	-20	-7	1	0	x	-5	1	1	x	1
COc1ccc(N2C(=S)NC(C)(C)CC2(C)c2ccc(OC(C)=O)cc2OC(C)=O)cc1 (stereo not given)	1634	2	8	1	4	0.048	6	1	6	-21	1
OCCNCc1cc(Br)ccc1OCc1ccc(Cl)cc1	1654	1	6	0.9	15	x	8	1	-5	x	0.8
COc1ccc(C(=O)Nc2oc(-c3ccccc3)c(-c3ccccc3)c2C#N)cc1OC	1366	-45	-6	0.9	26	x	-13	0.8	-1	15	0.7
O=C(NC1CCCCC1)c1c2c(nc3ccccc13)CCC2	1669	-1	-3	1.1	9	-0.59	3	1	3	1	0.9
Cc1ccc(C2(O)CN(c3ccccc3)C3=[N+]2CCS3)cc1 (stereo not given)	1704	-19	8	0.9	12	x	2	1	4	-17	0.9
Cc1c(CNC(=O)c2cnn3c2NC(c2ccc(Br)cc2)CC3C(F)(F)F)cnn1C (stereo not given)	1639	0	-1	0.8	20	0.99	4	0.9	-2	-11	0.8
COc1ccc(/C=N/NC(=O)c2cc(C34CC5CC(CC(C5)C3)C4)[nH]n2)cc1OC	1272	6	-7	0.9	15	x	-1	1	-10	-8	0.8
O=c1[nH]n(-c2cccc(Cl)c2)c2ncccc12	1526	2	11	1	2	x	8	1	13	x	1
CCn1c(=O)[nH]c2cc(C(=O)N3CCN(c4ccccc4)CC3)ccc2c1=O	1583	-3	6	0.9	23	x	2	1	6	-12	0.8
Cc1onc(-c2ccccc2Cl)c1C(=O)N1CCOC12CCCCC2	1420	13	6	0.9	5	-0.02	3	1.1	-4	-12	1
O=C(CSc1ncn(-c2ccccc2)n1)N1CCN(c2ccccc2)CC1	1581	-11	7	0.9	6	x	1	1	6	3	0.9
Clc1ccc(N2CCN(c3nc4nonc4nc3N3CCSCC3)CC2)nc1	1481	9	-1	0.9	20	-0.028	-1	0.9	-2	-6	0.8

Record cards, as listed above. Order of screens: SRC2 TRFRET art | G6PDH CS | PPARg SRC2 recr | PMI act | Diaphorase inh | ROMK mod | PPARg SRC-3 ag | PMI act satM6P | PPARg SRC1 recr | S1P3 antagonist | Diaphorase act
COc1ccc(-c2nnc(NC(=O)c3ccc(F)cc3)o2)cc1 in the list: 1528 | -20 | -7 | 1 | 0 | x | -5 | 1 | 1 | x | 1
CN(C)c1ccc(S(=O)(=O)c2ccc(Cl)cc2)cc1 in the list: 1522 | -1 | 8 | 0.9 | 14 | -0.83 | 7 | 0.9 | 2 | 14 | 0.9
COc1ccc(N2C(=S)NC(C)(C)CC2(C)c2ccc(OC(C)=O)cc2OC(C)=O)cc1 (stereo not given) in the list: 1634 | 2 | 8 | 1 | 4 | 0.048 | 6 | 1 | 6 | -21 | 1
COc1ccc(/C=N/NC(=O)c2cc(C34CC5CC(CC(C5)C3)C4)[nH]n2)cc1OC in the list: 1272 | 6 | -7 | 0.9 | 15 | x | -1 | 1 | -10 | -8 | 0.8
